Pf growth 96h – inhibits malaria parasite growth, 96 h; P. falciparum luciferase reporter growth, 96 h; Potency, µM (titrated, usually from 28.7 µM), for the others: at the highest dose activity change, negative = inhibition, most hits filed as inhibitors; 6.9% of 320,000 active; also: potency is read from the fitted curve at half-maximal effect; % is scaled to controls: 0 for no effect and ±100 for the full control effect
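Readout is luminescence from an integrated firefly luciferase in P. falciparum. Red cells, 2% hematocrit and 0.05% parasitemia final, were cultured with compound through two parasite generations (96 hours) at 37 C, 5% CO2.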
Tb PYK inh – T. brucei pyruvate kinase inhibition; Q57TT1; TbPYK enzyme, Kinase-Glo Plus ATP luminescence, 45 min; Potency, µM (highest dose often 76.8 µM), inactives show at the highest dose activity, negative = inhibition, most hits filed as inhibitors; 0.12% of 410,000 active; also: potency is read from the fitted curve at half-maximal effect; % is scaled to controls: 0 for no effect and ±100 for the full control effect; nearly all actives have a fitted effect of over 50% in size
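In this concentration-response screen, enzyme-free wells defined baseline while DMSO plates tracked drift. Each reaction combined TbPYK, substrate, compound and 130 uM ADP for 45 min at room temperature. Kinase-Glo Plus luminescence gave the signal.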
LmPK inh – LmPK (Leishmania mexicana) enzyme inhibition; purified LmPK, Kinase-Glo ATP luminescence, 1 h; Q27686; 0.37% of 290,000 active; Potency, µM (top dose mostly 57.5 µM), without a hit: top-dose activity change, negative = inhibition, actives largely listed as inhibitors; also: potency is read from the fitted curve at half-maximal effect; % is scaled to controls: 0 for no effect and ±100 for the full control effect
Target sequence (Q27686 whole entry, looked up): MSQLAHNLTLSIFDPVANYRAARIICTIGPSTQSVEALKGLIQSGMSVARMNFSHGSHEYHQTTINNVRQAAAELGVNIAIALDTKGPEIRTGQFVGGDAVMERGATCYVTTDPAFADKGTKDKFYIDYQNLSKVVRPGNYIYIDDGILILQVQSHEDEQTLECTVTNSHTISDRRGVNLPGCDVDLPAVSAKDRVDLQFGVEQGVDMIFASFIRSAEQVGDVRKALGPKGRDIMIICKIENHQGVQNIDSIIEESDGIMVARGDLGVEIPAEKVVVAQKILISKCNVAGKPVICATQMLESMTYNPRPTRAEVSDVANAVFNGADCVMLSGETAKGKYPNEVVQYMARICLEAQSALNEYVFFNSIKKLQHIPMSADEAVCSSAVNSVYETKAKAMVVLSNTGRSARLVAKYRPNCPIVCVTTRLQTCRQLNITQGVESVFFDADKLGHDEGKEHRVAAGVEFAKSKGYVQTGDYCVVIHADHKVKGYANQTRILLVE
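ATP generated from ADP (0.1 mM) and PEP (0.5 mM) by 0.1 nM LmPK over 1 h at room temperature (pH 7.2 imidazole buffer) was detected by coupled luciferase luminescence. Values were normalized to uninhibited and no-enzyme wells.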
AMA1-RON2 inh – AMA1-RON2 (P. falciparum) interaction inhibition; AlphaScreen AMA1-biotinylated RON2 peptide binding; Potency, µM (titrated, usually from 58.2 µM), inactives show top-dose activity change, negative = inhibition, actives largely listed as inhibitors; 0.2% of 360,000 active; AID 720542;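 also: potency is read from the fitted curve at half-maximal effect; 0% = vehicle wells and -100% = peptide control; nearly all actives have a fitted effect of over 45% in size; some results filed as inactive show a strong effect at the top dose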
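AMA1 (3D7) with his tag at 25 nM final met compounds first, then biotinylated RON2 peptide at 25 nM; detection used donor plus acceptor beads, 10 µg/mL apiece, read by AlphaScreen after 30 min at room temperature.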
Shiga toxin inh – inhibitors of Shiga toxin in Vero cells; inhibition, % at 38.7 µM; Vero cells, Shiga toxin protein synthesis inhibition reporter; 9.2% of 290,000 active; AID 2315; in the data active = inhibition mostly above about 28%, no sharp cut-off; inactive = mostly below about 43%; also: 0% is about no effect
CHX counter – affects cycloheximide protein synthesis inhibition readout, counter-screen | cell reporter, cycloheximide protein synthesis inhibition counterscreen | max response, % | 12% of 300,000 active; in the data active = max response mostly above about 13%, no sharp cut-off; inactive = mostly below about 14%; also: read at 38.3 µM for the half of the compounds with a filed dose; 0% is about no effect
Pf growth 48h – P. falciparum growth inhibition at 48 hours (one generation); 5.9% of 310,000 active; Potency, µM (titrated, usually from 28.7 µM), for the others: top-dose activity change, negative = inhibition, actives largely listed as inhibitors; P. falciparum luciferase growth in erythrocytes, 48 h; AID 504832; also: potency is read from the fitted curve at half-maximal effect; % is scaled to controls: 0 for no effect and ±100 for the full control effect
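Erythrocytes infected with P. falciparum carrying an integrated firefly luciferase reporter (2% hematocrit, 0.1% parasitemia final) were exposed to compounds in RPMI 1640 with 0.5% Albumax at 37 C, 5% CO2. Growth inhibition was scored as reduced luminescence.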
An asterisk follows results filed as active; ? = inconclusive; nt = no result given; & = joins results of further samples; [ ] = remark or other dose. Unless noted, calls follow the shape of the dose curve; as a rule, active = well fitted curve in the direction sought with a large enough effect; inconclusive = small, poorly fitted or top-dose-only effect, or another doubt; inactive = no such curve, though single readings can be large; an effect the other way counts as inactive or inconclusive.

item | Molecule | Pf growth 96h | Tb PYK inh | LmPK inh | AMA1-RON2 inh
1 | Cc1cccc(C(=O)Nc2sc3c(c2C(=O)O)CCCC3)c1 | -15% | -3%&-2% | -1% | -5%
2 | O=S(=O)(Nc1ccc2c(c1)nc1n2CCN(Cc2ccccc2)C1)c1ccc(Cl)cc1 | 38%[activator] | nt | 4% | 6%
3 | CCc1ccc(C2=NNC(=Nc3cccc(S(=O)(=O)N(C)C)c3)SC2)cc1 | ? | -18% | 0% | -4%
4 | Cc1[nH]c2ccc3c(ncn3CCC#N)c2c1C | ? | -1% | -3% | 2%
5 | CCC(CC)c1nnc(NC(=O)C2CC(=O)N(CCc3ccc(OC)c(OC)c3)C2)s1 (configuration not stated) | -27% | -2% | nt | -6%
6 | O=C(CNC(=O)c1ccccc1F)NC1CCN(Cc2ccccc2)CC1 | 36%[activator] | 6% | 5% | 6%
7 | COc1ccc(-c2noc(-c3ccccc3-c3ccccc3)n2)cc1 | ? | -2% | -7% | 61%[activator]
8 | CCOc1ccc(/C=N/OCC(=O)Nc2ccc3c(c2)OCO3)cc1 | 3% | 1% | 0% | -16%
9 | C=CCOc1c(Cl)cc(CNCCCN2CCOCC2)cc1OC | ? | 1% | -3% | 14%
10 | CN(c1ccccc1)S(=O)(=O)c1ccc(NC(=O)c2ccco2)cc1 | -18% | 0% | 0% | -3%
11 | O=C(Nc1ccccc1C(=O)O)c1ncn[nH]1 | 0% | 2% | -1% | 17%
12 | CCOc1ccc(OCCSc2nc3ccccc3o2)cc1 | nt | -8% | 0% | 18%
13 | O=C(CCCn1cncn1)N1CCCC(N2CCN(c3ccccc3F)CC2)C1 (configuration not stated) | -100% | 5% | -11% | 9%
14 | COC(=O)C1=C(O)CSC1=Nc1cccc(C(F)(F)F)c1 | 0% | -9% | 2% | -29%
15 | COc1ccc(Oc2cc(C(F)(F)F)cnc2C(N)=O)cc1 | nt | -1% | -1% | 6%

item | Shiga toxin inh | CHX counter | Pf growth 48h
1 | 93* | 47* | 58%[activator]
2 | -5 | -3 | 9.3µM*
3 | -15 | 7 | ?
4 | -15 | 0 | -2%
5 | nt | nt | 32%[activator]
6 | -2 | 6 | -9%
7 | -11 | -3 | 10%
8 | 2 | 1 | 11%
9 | -9 | -2 | -11%
10 | 20 | 14 | 6%[5.75 µM]
11 | -11 | -3 | 1%
12 | 26 | 15* | 25%
13 | -10 | 7 | 0%
14 | -4 | -1 | 7%
15 | -11 | -1 | 9%

Next section, overlapping the part above by 3 compounds.
item | Molecule | Pf growth 96h | Tb PYK inh | LmPK inh | AMA1-RON2 inh
13 | O=C(CCCn1cncn1)N1CCCC(N2CCN(c3ccccc3F)CC2)C1 (configuration not stated) | -100% | 5% | -11% | 9%
14 | COC(=O)C1=C(O)CSC1=Nc1cccc(C(F)(F)F)c1 | 0% | -9% | 2% | -29%
15 | COc1ccc(Oc2cc(C(F)(F)F)cnc2C(N)=O)cc1 | nt | -1% | -1% | 6%
16 | CC1(O)C(=O)c2ccccc2N(c2ccccc2)C1=O (configuration not stated) | 52%[activator] | -11% | -3% | 50%[activator]
17 | Cc1sc2ncnc(N3CCC(C(=O)Nc4nc5ccc(Cl)cc5s4)CC3)c2c1C | 36%[activator] | 2% | nt | 6%
18 | CCc1cccc(C)c1NC(=S)N(Cc1cccnc1)Cc1ccco1 | 12µM* | ? | -1% | 7%
19 | CCOc1ccc(-c2cc(C(=O)NCCCn3ccnc3)c3ccccc3n2)cc1 | 12% | -1% | -5% | 7%
20 | Cc1ccc(C2CC(=O)C=C(O)C2)cc1 (configuration not stated) | -3% | -7% | 0% | -7%
21 | O=C(C1CCN(S(=O)(=O)c2cnc[nH]2)CC1)N1CCN(c2ccc([N+](=O)[O-])cc2)CC1 | 16% | 0% | -3% | -5%
22 | O=Cc1c(Cl)[nH]c(=O)n1-c1ccccc1 | ? | -3% | 4% | -2%
23 | O=C(NCCCN1CCOCC1)C(=O)NCc1ccc(Cl)cc1 | 33% | -2% | 2% | 12%
24 | Cc1ccc(CNC(=O)CCS(=O)(=O)c2ccc3c(c2)CC(C)N3C(=O)C2CC2)cc1 (configuration not stated) | 3% | -8%&-3% | 12% | -3%
25 | N/C(=N\OC(=O)COc1ccc(Cl)cc1Cl)c1cccnc1 | 2% | 0% | -3% | 2%
26 | O=C(c1ccc(Cl)cc1)c1ccc(OCC(O)CN2CCCCC2)cc1 (configuration not stated) | 2.3µM* | -3% | 2% | 2%
27 | CCn1c(CNC(=O)c2cc(OC)c(OC)c(OC)c2)cc2cc(C)ccc21 | 10% | -1% | 0% | -4%
28 | Cc1ccc(N2CCN(C(=O)N3CCOCC3)CC2)c(C)c1 | ? | -12% | -1% | 4%
29 | COc1ccccc1NS(=O)(=O)c1ccc(N/N=C(\C)C(C)C)c([N+](=O)[O-])c1 | ? | 38% | 1% | ?
30 | CC(=O)OC1CC[C@]2(C#N)[C@H]3CC[C@]4(C)[C@H](C5C=CC(=O)O5)CCC4(O)C3CCC2(O)C1 (some centres not stated) | -14% | -6% | 1% | 0%

item | Shiga toxin inh | CHX counter | Pf growth 48h
13 | -10 | 7 | 0%
14 | -4 | -1 | 7%
15 | -11 | -1 | 9%
16 | -4 | -1 | 11%
17 | nt | nt | 30%
18 | -10 | 0 | ?
19 | 38 | 17 | ?
20 | -12 | -1 | nt
21 | -5 | -3 | 10%
22 | -13 | -3 | 1%
23 | 1 | -2 | -2%
24 | -13 | -2 | 6%
25 | 78* | 54* | 176%[activator]
26 | -18 | -5 | nt
27 | 2 | -1 | ?
28 | 13 | 2 | 8%
29 | -13 | -6 | 8.3µM*
30 | -15 | -7 | nt

Filtered by structure, those above with a cyano group
item | Molecule | Pf growth 96h | Tb PYK inh | LmPK inh | AMA1-RON2 inh
4 | Cc1[nH]c2ccc3c(ncn3CCC#N)c2c1C | ? | -1% | -3% | 2%
30 | CC(=O)OC1CC[C@]2(C#N)[C@H]3CC[C@]4(C)[C@H](C5C=CC(=O)O5)CCC4(O)C3CCC2(O)C1 (some centres not stated) | -14% | -6% | 1% | 0%

item | Shiga toxin inh | CHX counter | Pf growth 48h
4 | -15 | 0 | -2%
30 | -15 | -7 | nt

Additional structures follow:
item | Molecule | Pf growth 96h | Tb PYK inh | LmPK inh | AMA1-RON2 inh
31 | Cn1c(COc2ccccc2)nnc1SCC(=O)Nc1ccc(S(N)(=O)=O)cc1 | ? | -13% | 11% | 4%
32 | O=C1C2ON(c3ccc(Br)cc3)C(c3cccnc3)C2C(=O)N1C1CCCCC1 (configuration not stated) | -2% | 10% | 1% | -2%
33 | CN1CC(=O)N(CC(=O)N2N=C(c3ccc(Cl)cc3)CC2c2ccco2)C1=O (configuration not stated) | 0% | 1% | 0%[11.5 µM] | 8%
34 | C=CCn1c(SCC(=O)Nc2ccc(NC(C)=O)cc2)nc2sc(C)c(C)c2c1=O | ? | 2% | nt | -9%
35 | NC(=O)c1ccsc1NC(=O)COC(=O)CNC(=O)c1ccc(F)cc1 | -11% | -9% | nt | 0%
36 | O=C1/C(=C\c2ccc(Br)o2)SC(=Nc2ccccc2)N1c1ccccc1 | 9.3µM* | 10% | 3% | ?
37 | Cc1cc(S(=O)(=O)NCC(=O)O)ccc1F | 0% | -25% | -3% | 0%
38 | COc1ccc(S(=O)(=O)N2CCC(C(=O)N3CCc4ccccc4C3)CC2)cc1 | 12% | 3% | 1% | 0%
39 | O=C(O)C1C2CCCCC2=C2CCCCC2C1C(=O)c1ccccc1 (configuration not stated) | 32%[activator] | -2% | 4% | -1%
40 | Cc1cc2ccccc2c(=O)[nH]1 | 63%[activator] | -1% | 0% | -2%
41 | Cc1ccc(C2CC(c3ccccc3)=NN2C(=O)CSc2nnc(-c3ccncc3)n2C)o1 (configuration not stated) | ? | 7% | -4% | -1%
42 | CCCCOc1ccc(OC(=O)Nc2cc(Cl)ccc2OC)cc1 | 11% | 3% | 4% | -2%
43 | O=C(C1CCN(C2CCN(Cc3ccsc3)CC2)CC1)N1CCOCC1 | ? | -3% | -8% | -6%
44 | CCCCN(C(=S)NC(=O)c1cc(OC)c(OC)c(OC)c1)c1c(N)n(Cc2ccccc2)c(=O)[nH]c1=O | 11% | -7% | -5% | 56%[activator]
45 | COc1cc([N+](=O)[O-])ccc1NC(=O)NNC(=O)CCc1ccccc1 | -14% | -6% | -1% | 129%[activator]

item | Shiga toxin inh | CHX counter | Pf growth 48h
31 | 2 | 1 | nt
32 | -7 | -2 | 9%
33 | -4 | 8 | -22%
34 | nt | nt | -20%
35 | nt | nt | -2%
36 | -27 | 1 | ?
37 | -17 | -2 | 10%
38 | 28 | -1 | ?
39 | -17 | -3 | 0%
40 | -3 | -1 | 27%
41 | 12 | -5 | ?
42 | -3 | 2 | ?
43 | -11 | -3 | -4%
44 | -6 | -3 | -3%
45 | -2 | -1 | 37%[activator]

(more compounds)
item | Molecule | Pf growth 96h | Tb PYK inh | LmPK inh | AMA1-RON2 inh
46 | O=C(c1cccc(Cl)c1)N1CCCC(C(=O)N2CCCCCC2)C1 (configuration not stated) | 13% | nt | 4% | -11%
47 | O=C(C1CCN(S(=O)(=O)c2cccc3cccnc23)CC1)N1CCN(c2ccccc2)CC1 | ? | 3% | 3% | -4%
48 | CCCCNC(=S)NNC(=O)c1nn(C)cc1Cl | 7% | -2% | -2% | 102%[activator]
49 | Cc1cc(=O)[nH]c(SCC(=O)Nc2nc(-c3ccccc3)cs2)n1 | ? | -17% | 3% | -1%
50 | CCn1c(C)cc(/C=C2/SC(=O)N(CC(=O)N3CCCC3)C2=O)c1C | 47%[activator] | 0% | 2% | 4%
51 | Cc1csc(CN(C)C(=O)CC2C(=O)NCCN2Cc2ccc(Cl)c(F)c2)n1 (configuration not stated) | 9.3µM* | -8% | -4% | 15%
52 | c1ccc(-c2nnc3sc(-c4ccncc4)nn23)cc1 | nt | -8% | 3% | 0%
53 | Cc1ccc(S(=O)(=O)N2CC(C(=O)O)Oc3ccccc32)cc1 (configuration not stated) | -11% | -4% | -5% | -1%
54 | CS(=O)(=O)N1CCCC(C(=O)Nc2c(F)cccc2F)C1 (configuration not stated) | ? | -4% | 0% | 2%
55 | CC1CCCN(S(=O)(=O)c2csc(C(N)=O)c2)C1 (configuration not stated) | 22% | 0% | 0% | -1%
56 | COc1cc(/C=C/C(=O)C2C(=O)C=C(C)OC2=O)cc(OC)c1O (configuration not stated) | 8% | -29% | -13% | -7%[11.6 µM]
57 | O=C(COc1ccc(S(=O)(=O)N2CCOCC2)cc1Cl)NCc1ccccn1 | ? | 2% | 2% | 7%

item | Shiga toxin inh | CHX counter | Pf growth 48h
46 | -4 | 13 | ?
47 | -1 | -2 | ?
48 | -3 | -4 | 3%
49 | 19 | -3 | 23%
50 | 35 | 12 | -12%
51 | 33 | 5 | -10%
52 | -16 | -3 | -26%
53 | 10 | -1 | nt
54 | nt | -2 | 18%
55 | -4 | -4 | -14%
56 | 13 | -3 | ?
57 | -7 | -7 | -10%

Assay outcomes: PubChem, National Center for Advancing Translational Sciences (NCATS)
